ROC1-CUL1 inh = inhibitors of human ROC1-CUL1 ubiquitin ligase activity; P62877+Q13616; actives 0.6% (n = 140,000); in vitro K48 di-Ub FRET, acceptor:donor ratio, 45 min; inhibition, % at 10 µM; in the data active = inhibition above about 25%
Target sequence (P62877 whole entry, looked up): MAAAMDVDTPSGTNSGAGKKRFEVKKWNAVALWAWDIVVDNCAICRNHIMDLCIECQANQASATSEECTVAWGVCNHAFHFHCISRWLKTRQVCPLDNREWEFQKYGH
Target sequence (Q13616 whole entry, looked up): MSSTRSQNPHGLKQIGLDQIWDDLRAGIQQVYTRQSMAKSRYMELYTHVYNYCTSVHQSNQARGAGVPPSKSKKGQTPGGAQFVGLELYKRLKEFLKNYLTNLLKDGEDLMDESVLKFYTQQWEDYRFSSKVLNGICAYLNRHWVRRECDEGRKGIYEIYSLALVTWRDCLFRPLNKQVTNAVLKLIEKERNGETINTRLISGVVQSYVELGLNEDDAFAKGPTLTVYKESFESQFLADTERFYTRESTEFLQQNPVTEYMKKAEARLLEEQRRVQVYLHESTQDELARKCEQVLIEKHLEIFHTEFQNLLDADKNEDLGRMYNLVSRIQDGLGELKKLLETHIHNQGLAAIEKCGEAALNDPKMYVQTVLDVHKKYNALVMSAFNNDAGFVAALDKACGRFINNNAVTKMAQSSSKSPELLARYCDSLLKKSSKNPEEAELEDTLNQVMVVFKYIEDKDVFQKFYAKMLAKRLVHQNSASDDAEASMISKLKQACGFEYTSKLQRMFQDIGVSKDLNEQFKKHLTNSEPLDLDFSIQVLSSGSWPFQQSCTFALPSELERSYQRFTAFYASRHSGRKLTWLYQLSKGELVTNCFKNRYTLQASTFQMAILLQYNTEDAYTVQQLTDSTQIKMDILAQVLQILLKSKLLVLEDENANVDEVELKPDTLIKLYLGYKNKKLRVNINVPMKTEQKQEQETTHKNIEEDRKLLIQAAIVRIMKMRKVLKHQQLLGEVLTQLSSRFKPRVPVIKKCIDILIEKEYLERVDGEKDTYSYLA
Numbers without * were called inactive.

ROC1-CUL1 inh	SMILES
9	COc1ccc(/C=C/c2nc(C#N)c(NC3CCCCC3)o2)cc1OC
-4	CCOc1cc(C2NN=C(c3ccccc3)S2)ccc1OCc1ccc(Br)cc1 (stereo unspecified)
8	CCN(CC)S(=O)(=O)c1cccc(C(=O)Nc2cccc(NC(=O)c3cccc(S(=O)(=O)N(CC)CC)c3)n2)c1
-13	Cc1ccc(-n2c(Cn3nc(C(F)(F)F)cc3C)n[nH]c2=S)cc1
12	COCCN1C(=O)CC(CC(=O)N(C)Cc2ccc(OC)c(OC)c2)(c2ccccc2F)C1=O (stereo unspecified)
5	Cc1nn(C(=O)c2c(F)cccc2F)c(C)c1S(=O)(=O)N1CCCCCC1
0	CCn1c2ccccc2c2nnc(N3CCN(c4ccc(F)cc4)CC3)nc21
-1	CCN(CC)S(=O)(=O)c1ccc(C(=O)Oc2ccccc2N(Cc2ccc(OC)cc2)C2NS(=O)(=O)C3CCCCC23)cc1 (stereo unspecified)
11	O=C(CSc1nncn1-c1cccnc1)Nc1cccc(C(F)(F)F)c1
14	CCN1C(=O)C(O)(CC(=O)c2ccccn2)c2cc(Br)ccc21 (stereo unspecified)
1	O=C(COC(=O)c1ccc2c(c1)OCCO2)c1ccccc1
4	CCc1noc(C)c1C(=O)N1CCN(c2ccc(F)cc2)CC1
4	Clc1ccccc1-c1nn2c(-c3ccccn3)nnc2s1
-6	CN(C)CCOc1ccc(C#N)cc1
6	O=C(COc1cccc2cccnc12)N/N=C/c1ccc(Oc2ccc([N+](=O)[O-])cn2)cc1
3	CCOc1ccc(NC(=O)CSc2nnc(COc3ccc(CC)cc3)n2C)cc1
-1	Cc1ccccc1C(=O)OC1CCCCC1
7	Cc1cc(C(C)(C)C)cc(C)c1S(=O)(=O)N1CC(=O)Nc2ccccc21
-6	CCOC(=O)C1C(CN2CCN(c3ccc(OC)cc3)CC2)=NC(=O)NC1c1ccc(OC)cc1 (stereo unspecified)
-11	COc1ccc(NC(=O)CSc2oc(-c3ccco3)nc2S(=O)(=O)c2ccccc2)c(OC)c1

Next part
ROC1-CUL1 inh	SMILES
-6	CC(C)(C)c1ccc(C(=O)SCCc2ccccc2)cc1
-6	Cc1c(N2C(=O)/C(=C\c3cccs3)SC2=S)c(=O)n(-c2ccccc2)n1C
1	C=C(C)CNC(=O)C1CCN(C2CCN(Cc3cccc(C)n3)CC2)CC1
-10	CC1(C)CC(=O)C2C=C(C(=O)Nc3ccc(Br)cc3)C(=O)N=C2C1 (stereo unspecified)
3	O=C1CC(c2ccccc2)CC2=Nc3ccccc3NC(c3cccc4ccccc34)C12 (stereo unspecified)
0	CN(Cn1c(=S)n(CN(C)C2CCCCC2)c2ccccc21)C1CCCCC1
7	Cc1ccc2c(c1)c(=O)c(C(=O)c1ccc3c(c1)OCO3)cn2Cc1cccc(F)c1
9	Cc1nc(N2CCN(C(=O)c3ccco3)CC2)nc2c1C(=O)CC(C)(C)C2
0	COCc1[nH]nc2c1C1(C(=O)N(C)c3ccccc31)C(C#N)C(=N)O2 (stereo unspecified)
0	O=C(CSc1nccn1-c1cccc(Cl)c1)Nc1ccc2c(c1)OCO2
-6	Cc1cc(C)nc(SCc2nnc(SCC(=O)Nc3cccc(Cl)c3)n2-c2ccccc2)n1
6	Cc1cccc(-c2nnc(SCc3ccc(Cl)cc3)o2)c1
4	COc1ccc(N2CCN(C(=O)Cc3nn(C)c(=O)c4ccccc34)CC2)cc1
3	CCC(=O)Nc1nnc(SCc2ccc(C(C)(C)C)cc2)s1
0	CCn1cc(CN2CCCC(CCc3cccc(OC)c3)C2)cn1 (stereo unspecified)
-2	CCCCSc1nc(-c2ccc(OC)cc2)ccc1C#N
1	CCOC(=O)C(NS(=O)(=O)c1ccccc1)(Oc1ccccc1)C(F)(F)F (stereo unspecified)
0	O=C(CCc1ccncc1)NC1CCCN(c2nc3ccccc3s2)C1 (stereo unspecified)
6	COc1ccc(N2CCN(Cc3nc4c(c(=O)[nH]c(=O)n4C)n3Cc3ccccc3)CC2)cc1
0	CCN(CC)CCNC(CC(=O)Nc1ccc(Cl)cc1Cl)C(=O)O (stereo unspecified)

Remaining list, next part.
ROC1-CUL1 inh	SMILES
-10	Cc1nc2c3ccccc3nc(NNC(=O)CCC(=O)N3CCN(c4cccc(C(F)(F)F)c4)CC3)n2n1
-2	CCc1ccc(OCC(=O)Nc2ccc3c(c2)c2ccccc2n3CC)cc1
3	COc1ccc2oc(-c3ccc(C)c(NC(=O)CSc4ccc(Cl)cc4)c3)nc2c1
2	COc1ccc(NCN2C(=O)c3ccc(C)cc3C2=O)cc1
-8	CCOCCOC(=O)C(C)Oc1ccc2c(=O)c(-c3ccc(Cl)cc3)coc2c1 (stereo unspecified)
8	CN(Cc1ccccc1)c1ncnc2c1nc1n2CCCC1
-7	CSc1nnc2c(n1)OC(/C=C/c1ccccc1)Nc1ccc(Cl)cc1-2 (stereo unspecified)
-4	CC(=O)C1=C(C)N2CCN=C2S1
-5	CCCCN(C)C(=O)c1nc2ccccn2c1CN(C)Cc1nccn1C
12	CN1CCN(NS(=O)(=O)c2ccc(Br)s2)CC1
10	COc1cc(NC(=O)C(CCSC)NS(=O)(=O)c2ccc3c(c2)oc(=O)n3C)cc(OC)c1 (stereo unspecified)
-7	CCCCOC(=O)Nc1ccc(S(=O)(=O)Nc2nc(C)cc(C)n2)cc1
-6	O=S(=O)(Cc1cccc(Cl)c1)Nc1cccnc1
4	C[C@@]12C[C@@H](c3ccccc3O1)N1Cc3ccccc3CSC1=N2
-6	CC(=O)c1ccc(N2CCC(C3CCN(CC(C)C)CC3)C2)nc1 (stereo unspecified)
2	COC(=O)C12CCC3(SCCS3)C(C(=O)OC)(CCC13SCCS3)C2
6	Cc1ccc(C(C)C)c(OS(=O)(=O)c2ccc(F)cc2)c1
-4	COc1ccc(C(=O)Nc2nnc(COc3ccc(C)cc3)s2)cc1
2	CCOC(=O)c1c(-c2ccc(C)cc2)csc1NC(=O)CN(CC)CC
5	O=c1ccc(=O)n(-c2ccccc2)[nH]1

Reprinted from the part before: 6 entries; new compounds follow.
ROC1-CUL1 inh	SMILES
-6	CC(=O)c1ccc(N2CCC(C3CCN(CC(C)C)CC3)C2)nc1 (stereo unspecified)
2	COC(=O)C12CCC3(SCCS3)C(C(=O)OC)(CCC13SCCS3)C2
6	Cc1ccc(C(C)C)c(OS(=O)(=O)c2ccc(F)cc2)c1
-4	COc1ccc(C(=O)Nc2nnc(COc3ccc(C)cc3)s2)cc1
2	CCOC(=O)c1c(-c2ccc(C)cc2)csc1NC(=O)CN(CC)CC
5	O=c1ccc(=O)n(-c2ccccc2)[nH]1
-1	N#CC1C(=N)Oc2n[nH]c(-c3ccccc3)c2C1c1ccc(OCC(N)=O)cc1 (stereo unspecified)
-4	O=S(=O)(c1ccc(F)cc1)n1cccn1
-11	O=C(Nc1ccccn1)c1cccc(F)c1
3	CNC(=O)Cc1c(F)cccc1Cl
-15	COc1ccc2c(c1)c(=O)c(C(=O)c1ccc(C)c(C)c1)cn2CC(=O)Nc1ccc2c(c1)OCCO2
22	CC1C(=Nc2ccc3c4c(cc(=O)n3C)-c3ccccc3C(=O)c24)C(=O)N(c2ccccc2)N1C (stereo unspecified)
2	CCNC(=S)NNC(=O)c1csc2c1CCCC2
0	Cc1cccc(NC(=O)c2oc3ccccc3c2NC(=O)Cc2coc3cc(C)cc(C)c23)c1
-6	CCc1sc(C(=O)N2CCN(c3ccccn3)CC2)cc1Br
7	CSc1nc(Oc2cc(C)c(Cl)c(C)c2)cc(-n2ncc(Cl)c(Cl)c2=O)n1
-7	CC1CCN(C(=O)CN2c3ccc(Br)cc3-c3ccccc3S2(=O)=O)CC1
-9	O=c1c2c3c(sc2nc(SCc2ccncc2)n1-c1ccccc1)CCCC3
-10	COc1ccc(-c2nc3ccccc3s2)cc1NC(=O)c1ccc(C#N)cc1F
0	Cc1nc(SCC(=O)OC(C)(C)C)c2c3c(sc2n1)CCCC3
-2	Cc1c(CN2CCOC(CCCC(C)C)C2)c(=O)n(-c2ccccc2)n1C (stereo unspecified)
-2	CCOc1cc(/C=C2\SC(=O)N(Cc3ccccc3)C2=O)ccc1OCc1ccc(C(=O)O)cc1
6	CSc1ccc(C2c3[nH]c4ccccc4c3CCN2C(=O)CCc2ccccc2)cc1 (stereo unspecified)
-13	CCN1CCC(N(Cc2cccc(OC)c2)C(=O)Nc2cccc(C(F)(F)F)c2)CC1
8	CCc1nc2ccccc(=O)c2o1
6	CCN(CC)C(=O)C1CCCN(Cc2ccc3c(c2)CN(Cc2ccc4nsnc4c2)CCO3)C1 (stereo unspecified)

The list goes on.
ROC1-CUL1 inh	SMILES
97*	Cc1ccc([C@@H]2Nc3c(ccc(C(=O)O)c3C)[C@@H]3C=CC[C@@H]32)cc1
10	CCOC(=O)C1C=Nc2c(cccc2-c2ccco2)C1=O (stereo unspecified)
2	Cc1nn2cc(-c3ccc(OC(C)C)cc3)nc2s1
-4	Cc1cccc(S(=O)(=O)c2cn(Cc3ccccc3)c3cc(N4CCCCC4)c(F)cc3c2=O)c1
-1	CN1CCN(C2=C(Cl)C(=O)N(c3cccc(Cl)c3)C2=O)CC1
1	Cc1cccc(-c2cccc(NC(=O)C3CCCN(C(=O)c4cnsn4)C3)c2)c1 (stereo unspecified)
-13	CC(C)(C)c1ccc2c(c1)C13CCCCC1CCCC3(c1ccccc1)N2 (stereo unspecified)
-2	N#Cc1nc(COc2ccc(Br)cc2)oc1NCCCn1ccnc1
0	c1ccc(-c2nc3ccc4ncccc4c3nc2-c2ccccc2)cc1
7	O=C(CSCc1cnn(-c2ccccc2)c1-n1cccc1)NCc1ccc(F)cc1
-1	Cc1ccc(-c2noc(-c3ccccn3)n2)cc1
8	COc1ccc(NC(=O)C(=NC(=O)c2ccccc2)C(C)c2cccs2)cc1 (stereo unspecified)
8	Cc1cccc(C)c1OCc1nc2ccccc2c(=O)n1NC(=O)COc1ccccc1
-8	C#CCOc1ccc(C2C3=C(N=C(C)C2C(=O)OC)c2ccccc2C3=O)cc1OCC (stereo unspecified)
5	COc1cccc(C2=C(Cl)S(=O)c3ccc(OC)cc32)c1 (stereo unspecified)
-1	CCOC(=O)c1c(NC(=O)COc2ccc(Cl)cc2C)sc(C(C)=O)c1C
5	Cc1c(C(c2ccc(O)c(O)c2)c2c(C)n(C)n(-c3ccccc3)c2=O)c(=O)n(-c2ccccc2)n1C
5	Cc1ccc(CNC(=O)C2CCN(S(=O)(=O)N(C)C)CC2)cc1
3	Cc1ccc(C)c(C(c2ccccc2)C2(Br)C(=O)c3ccccc3C2=O)c1 (stereo unspecified)
6	COc1ccc(Br)c2c1-c1nc(NC(=O)c3cccc(C)c3)sc1C2

(further entries)
ROC1-CUL1 inh	SMILES
-5	COc1ccc(C(=O)Oc2ccc3cc(-c4nc5ccccc5n4C)c(=O)oc3c2)cc1
-1	Cc1cc(Nc2ccc(C)c(Cl)c2)n2nc(Cc3ccccc3)nc2n1
-8	NS(=O)(=O)c1ccc(CCNC(=S)Nc2ccc(S(N)(=O)=O)cc2)cc1
-8	CCCCOc1cc(C2c3c(n[nH]c3-c3ccc(F)cc3)OC(=N)C2C#N)ccc1OC (stereo unspecified)
-1	CCCC(=O)N1c2ccccc2-c2nnc(SC)nc2OC1c1cccs1 (stereo unspecified)
7	Cc1cc(OCC(=O)Nc2ccccc2C(=O)c2ccccc2)c(C(C)C)cc1Cl
5	CCOc1ccc(N2C(=O)CC(N(Cc3ccco3)C(=O)Nc3ccc(Cl)c(Cl)c3)C2=O)cc1 (stereo unspecified)
-1	O=C(O)c1ccc(NCc2c(Cl)cccc2Cl)cc1
3	CCN(CC)CCOC(=O)c1ccc(NC(=O)COc2cccc3ccccc23)cc1
1	COc1ccc(-c2nn(C)c3sc(C(=O)Nc4cc(OC)c(OC)c(OC)c4)cc23)cc1OC
6	O=S(=O)(Nc1ccc(O)c(Sc2nc3ccccc3s2)c1)c1cc(Cl)ccc1Cl
3	c1ccc(Cn2ccc(-c3cccc(-c4cncnc4)c3)n2)cc1
-3	FC(F)(F)c1ccc(-c2nnc3sc(C4CCCCC4)nn23)cc1
6	c1cc2c(cc1N1CCC(N3CCCC(N4CCCC4)C3)CC1)OCO2 (stereo unspecified)
-5	Cc1cc(Br)ccc1NC(=O)c1cn(C2CCCC2)c(=O)c2c1c1ccccc1n2C
-7	CCOC(=O)c1c(NC(=O)CN2CCCCC2)sc(C)c1-c1ccc(Cl)cc1
3	CCC(Oc1ccc(F)cc1)C(=O)Nc1cc(-c2ccc(C)cc2)no1 (stereo unspecified)
4	CCOc1ccc(/C(C)=N/N=C2/NC(=O)C(CC(=O)O)S2)cc1 (stereo unspecified)
-3	Cc1ccc(-c2cn3c(n2)sc2cc(C(=O)NCCC4=CCCCC4)ccc23)c(C)c1
-4	COc1ccc(C(=O)c2c(N)c(-c3nc(-c4ccccc4)cs3)c3ccccn23)cc1

The results go on:
ROC1-CUL1 inh	SMILES
-1	CCC1(CC)C(=O)NC(=O)NC1=NCCO
3	Cc1cnc(NC(=O)CSc2ncn(-c3ccccc3)n2)s1
9	O=C(Nc1nc2ccccc2n1CCN1CCCCC1)c1ccco1
-2	C=C(C)CNC(=S)Nc1sc2c(c1C(=O)OCC)CCC2
-4	Cc1ccc2[nH]c3c(c2c1)CC/C(=C\c1ccc(Cl)cc1)C3=O
-1	O=C(COc1ccccc1)Nc1nnc(SCC(=O)Nc2cccc3ccccc23)s1

4 structures from above, ordered by formula weight, smallest number first.
ROC1-CUL1 inh	SMILES
-4	Cc1ccc2[nH]c3c(c2c1)CC/C(=C\c1ccc(Cl)cc1)C3=O
3	Cc1cnc(NC(=O)CSc2ncn(-c3ccccc3)n2)s1
9	O=C(Nc1nc2ccccc2n1CCN1CCCCC1)c1ccco1
-1	O=C(COc1ccccc1)Nc1nnc(SCC(=O)Nc2cccc3ccccc23)s1

Three of the entries above in order of the ROC1-CUL1 inh value, descending.
molecule | ROC1-CUL1 inh
O=C(Nc1nc2ccccc2n1CCN1CCCCC1)c1ccco1 | 9
CCC1(CC)C(=O)NC(=O)NC1=NCCO | -1
C=C(C)CNC(=S)Nc1sc2c(c1C(=O)OCC)CCC2 | -2

Source: PubChem BioAssay (Icahn School of Medicine at Mount Sinai)

Only part of the results is shown (hit frequency here may not be typical).
